Compound activity deposited in PubChem by Sanford-Burnham Center for Chemical Genomics.
VHR inh color = VHR1 (DUSP3) phosphatase inhibition; P51452; recombinant VHR phosphatase, colorimetric substrate read-out; inhibition, % at 20 µM; 50,000 compounds, 0.7% hits; in the data active = inhibition above about 60%; also: some results filed as inactive read as strong as hits
Target sequence (P51452 whole entry, looked up): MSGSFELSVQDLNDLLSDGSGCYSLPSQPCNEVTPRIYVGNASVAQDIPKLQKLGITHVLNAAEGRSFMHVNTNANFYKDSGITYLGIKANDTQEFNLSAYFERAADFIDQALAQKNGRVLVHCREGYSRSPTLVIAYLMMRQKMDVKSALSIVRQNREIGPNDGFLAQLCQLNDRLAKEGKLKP
The depositor's hits bear a star. Only part of the results is shown (hit frequency here may not be typical).

SMILES	VHR inh color
S=C1NCCOCCOCCOCCN1	-5
COC(=O)C1=C(C)NC(C)=C(C(=O)OC)C1c1c(F)cccc1Cl	14
CC(CN1CCCCCC1)C(=O)c1ccccc1 (centres undefined)	-8
Cc1ccc(N2CC(C(=O)Nc3nccs3)CC2=O)cc1 (centres undefined)	-13
O=C(Nc1ccccc1C(=O)O)c1cccc(S(=O)(=O)NC2CCCCC2)c1	4
COc1ccc(/C=C2\C(=O)NC(=O)N(c3ccccc3)C2=O)c2ccccc12	18
COc1ccc(-n2c(O)c(/C=C3\C=CC=N3)c(=O)[nH]c2=O)cc1	-14
O=C(Nc1ccc2ccc3cccc4ccc1c2c34)c1ccccc1	-12
CNC(=O)C(C)NC(=O)C12CC3CC(CC(C3)C1)C2 (centres undefined)	-8
CC(=O)NC(NS(=O)(=O)c1ccccc1)(C(F)(F)F)C(F)(F)F	-18

Seven of these compounds in another layout.
structure | VHR inh color
COC(=O)C1=C(C)NC(C)=C(C(=O)OC)C1c1c(F)cccc1Cl | 14
CC(CN1CCCCCC1)C(=O)c1ccccc1 (centres undefined) | -8
Cc1ccc(N2CC(C(=O)Nc3nccs3)CC2=O)cc1 (centres undefined) | -13
O=C(Nc1ccccc1C(=O)O)c1cccc(S(=O)(=O)NC2CCCCC2)c1 | 4
COc1ccc(/C=C2\C(=O)NC(=O)N(c3ccccc3)C2=O)c2ccccc12 | 18
COc1ccc(-n2c(O)c(/C=C3\C=CC=N3)c(=O)[nH]c2=O)cc1 | -14
O=C(Nc1ccc2ccc3cccc4ccc1c2c34)c1ccccc1 | -12

More entries:
SMILES	VHR inh color
CS(=O)(=O)N(Cc1ccc(Cl)cc1)c1ccc(C(=O)N2CCN(c3ccccc3)CC2)cc1	18
COc1cccc(C(=O)Nc2ccc(N3CCN(C(C)=O)CC3)cc2)c1	-9
Cc1cc([N+](=O)[O-])ccc1-c1cc2ccccc2oc1=O	-4
CCCOc1ccc(N2C(=O)CC(N(CCc3ccccc3)C(=O)/C=C/C(=O)O)C2=O)cc1 (centres undefined)	-13
Cc1ccc(N2C(=O)/C(=C/c3ccc(Cl)cc3)SC2=S)cc1C	-2
O=C1CC(c2ccccc2)CC(O)=C1C=NCCO (centres undefined)	-12
O=[N+]([O-])c1ccccc1N[C@@H]1OC[C@@H](O)[C@H](O)[C@H]1O	2
Cc1ccc(NC2=NC3(CCCCC3)N=C(N)N2)c(C)c1	-13
Cc1nc(C)c(-c2ccccc2)c(=O)[nH]1	-11
COc1ccc(/C=N\N2CCN(c3ccccc3OC)CC2)cc1OC	3
CC1=C(C(=O)Nc2ccc(C)c(Cl)c2)C(c2cccs2)NC(=O)N1 (centres undefined)	16
O=C(Cc1cccs1)NCC1CCCO1 (centres undefined)	-23
O=C(O)Cc1ccc(OCCCCOc2ccc(CC(=O)O)cc2)cc1	22
O=C(NC(=S)N1CCCCC1)c1ccc(Br)cc1	-18
O=c1c2ccccc2nc(/C=C/c2c(O)ccc3ccccc23)n1-c1ccc(O)cc1	-4
CCOC(=O)C1=C(O)/C(=C\c2ccc(OC)cc2)SC1=Nc1cccc(Cl)c1	-5
COc1ccc(/C=C2\SC(=S)N(NC(=O)c3ccccc3C)C2=O)cc1	-10
C=CCc1cccc2cc(C(=O)OCC(=O)c3ccccc3)c(=O)oc12	-10
O=C(O)CCCC(=O)Nc1nc(-c2ccc(Cl)c(Cl)c2)cs1	-9
C=C(C)c1cccc(C(C)(C)NC(=O)N(Cc2ccccc2)Cc2ccco2)c1	-2
O=C1c2cccnc2C(=O)N1c1ccc(Oc2ccc(N3C(=O)c4cccnc4C3=O)cc2)cc1	-18
O=C(CCCN1C(=O)c2cccc3cccc(c23)C1=O)NC1CCS(=O)(=O)C1 (centres undefined)	-1
CC(Oc1ccccc1)C(=O)Nc1ccccc1C(=O)O (centres undefined)	-17
Cc1cccc(C(=O)Nc2cc(C(N)=O)cc(C(N)=O)c2)c1	-9
O=C(c1cc2n(n1)C(C(F)(F)F)CC(c1ccccc1)N2)N1CCCc2ccccc21 (centres undefined)	-14
O=C(O)c1ccccc1-c1ccccc1C(=O)Nc1ccc(-c2nc3ccccc3o2)cc1	-4
O=C(Nc1ccc(I)cc1)C1COc2ccccc2O1 (centres undefined)	7
Nc1ccccc1C(=O)Nc1ccc(C(=O)O)cc1	22
CCOc1ccc(/C=C2\C(=O)NC(=O)N(c3ccc(C)cc3)C2=O)cc1Br	-6
C=C(C)c1cccc(C(C)(C)NC(=O)NCCc2ccccc2)c1	-12
Cc1cc(/C=N/n2cnnc2)c(C)n1-c1ccc(Br)cc1	-8
O=c1n(Cc2ccccc2)c2ccccc2n1CC1CS1 (centres undefined)	-16
Cc1onc(-c2ccccc2)c1C(=O)Nc1ccc(Cl)cc1Cl	-5
O=C1OC(c2sc3ccccc3c2Cl)=N/C1=C/c1ccccc1	18
CCOC(=O)c1ccccc1NC(=O)CN(c1ccc(Br)cc1)S(C)(=O)=O	-9
COc1ccc(/C=C/C(=O)NCCCN2CCOCC2)cc1	-20
CSc1ccc(/C=C/C(=O)c2cccc(N)c2)cc1	34
CCOc1ccc(N2C(=O)CC(NCc3cccnc3)C2=O)cc1 (centres undefined)	-9
CC(=O)Nc1ccc(S(=O)(=O)N2c3ccccc3C(Nc3ccccc3)CC2C)cc1 (centres undefined)	-14
O=C(O)c1ccc(-c2nc3sc4c(c3c(=O)[nH]2)CCCC4)cc1	-3
COc1ccc(C2=NN(c3ccccc3)C(c3ccccc3F)C2)cc1 (centres undefined)	1
O=C1NC(=S)N(c2ccccc2F)C(=O)/C1=C/c1ccc(OCc2cccc(C(=O)O)c2)cc1	36
CC(C)(C)C1CCc2c(sc3ncn4c(=S)[nH]nc4c23)C1 (centres undefined)	-12
Cc1nc2ncccn2c1-c1csc(Nc2cccc(O)c2)n1	61
COc1ccc(NCN2C(=O)CSC2=O)cc1	-2
COc1ccc(Cl)cc1C(=O)Nc1nc(-c2ccc(C)cc2C)cs1	-7
CCOC(=O)Cc1nnc(Nc2ccc(Nc3nnc(CC(=O)OCC)c4ccccc34)cc2)c2ccccc12	23
O=C(Cc1ccccc1)Nc1ccc(/C=C/C(=O)c2ccccc2)cc1	-14
Cc1ccccc1NC(=O)CSc1cc(Cl)ccc1Cl	-4
COc1cc(Br)c(/C=c2/sc3nc4ccccc4n3c2=O)cc1OC	-3

More structures
SMILES	VHR inh color
O=C(/C=C/c1ccccc1Cl)NC1CC2CCC1C2 (centres undefined)	-13
O=C(/C=C/c1cccc([N+](=O)[O-])c1)Nc1ccc2oc(-c3ccccc3F)nc2c1	-18
O=C(NCCN1CCOCC1)C1CCCC1	6
CCc1ccc2oc(-c3ccc(NC(=O)c4ccccc4[N+](=O)[O-])cc3)nc2c1	-6
COc1ccc(-c2nnc(SCC(=O)NCCOc3ccccc3)n2-c2ccccc2)cc1	10
S=C(c1ccc(-c2ccc(Cl)c(Cl)c2)o1)N1CCN(c2ccccc2)CC1	6
COC(=O)c1c(C)oc2ccc(OC(=O)N3CCOCC3)cc12	-3
COc1ccc(N/C(C)=C\C(=O)Nc2ccccc2)cc1	-15
Cn1c(/C=N/c2nc3ccccc3[nH]2)nc2ccccc21	9
O=C(NN1C(=O)c2ccccc2C1=O)c1ccccc1O	-24
Cc1ccc([N+](=O)[O-])cc1NC(=O)C1C2C3CCC(C3)C12 (centres undefined)	6
O=CN1CCN(c2nc(-c3ccccc3)c3cc(Br)ccc3n2)CC1	21
COc1cc(CN=Cc2c(O)n(-c3ccc(F)cc3)c(=O)[nH]c2=O)cc(OC)c1	3
COC(=O)c1sccc1NC(=O)c1ccc(C)c([N+](=O)[O-])c1	-24
CCCCOc1ccc(S(=O)(=O)N=Nc2c(O)[nH]c3ccc(Br)cc23)cc1	-6
CC(C)Cc1nnc(NC(=O)COc2ccccc2)s1	-12
Cc1cc(OCC(=O)Nc2sc3c(c2C#N)CCCC3)c(C(C)C)cc1Cl	3
COc1ccc2c(c1)-c1c(ssc1=S)C(C)(C)N2C(=O)CC(C)C	28
CCC(=O)N/C(N)=N\c1nc(C)c2cc(C)cc(C)c2n1	22
OC1CC(c2ccccc2)NC2(CCCC2)C1 (centres undefined)	-16
COc1ccccc1C(=O)NC(NC(=O)c1ccccc1OC)c1cccc([N+](=O)[O-])c1	-7
Cc1ccc2[nH]c(O)c(N=NC(=O)c3cc4ccccc4nc3C)c2c1	2
CCCCCn1c(/N=C/c2c(O)ccc3oc4c(c23)CCCC4)nc2ccccc21	-37
Cc1ccc(N(CC(=O)NCc2cccnc2)S(C)(=O)=O)cc1	-10
O=C(O)/C=C\C(=O)Nc1ccccc1Br	-8
COc1cc(/C=N/NC(=O)c2ccncc2)ccc1OC(=O)c1cc(OC)c(OC)c(OC)c1	-3
O=C1NC(=S)S/C1=C\c1ccccc1OCc1ccc(Cl)cc1	3
COc1cccc(N2C(=O)C(=O)/C(=C(\O)c3ccccc3)C2c2ccc(Cl)cc2)c1 (centres undefined)	-2
NC1=NC(=O)/C(=C/c2ccccc2OCc2ccc([N+](=O)[O-])cc2)S1	13
Nc1ccc(Cl)c(C(=O)Nc2ccccc2C(=O)O)c1	7

By substructure: the compounds so far with a furan ring, fused or not.
SMILES	VHR inh color
C=C(C)c1cccc(C(C)(C)NC(=O)N(Cc2ccccc2)Cc2ccco2)c1	-2
S=C(c1ccc(-c2ccc(Cl)c(Cl)c2)o1)N1CCN(c2ccccc2)CC1	6
COC(=O)c1c(C)oc2ccc(OC(=O)N3CCOCC3)cc12	-3
CCCCCn1c(/N=C/c2c(O)ccc3oc4c(c23)CCCC4)nc2ccccc21	-37

Remaining list, next part.
SMILES	VHR inh color
COc1ccc(Cl)cc1NC(=O)c1ccncc1	5
O=C(CSc1nncn1-c1ccccc1)c1ccc(F)cc1	14
CCOc1ccc(NC(=S)NC(NC(=O)c2ccc(Cl)cc2Cl)C(Cl)(Cl)Cl)cc1 (centres undefined)	5
COC(=O)CSc1nc2ccc(N)cc2s1	8
CCSc1nnc(NC(=O)c2cnccn2)s1	9
CCN(CC)c1ccc(N2C(=O)/C(=C/c3cc(OC)c(OC)c(OC)c3)SC2=S)cc1	10
Cc1nnc(N2C(=O)c3ccc([N+](=O)[O-])cc3C2=O)s1	-25
CCCSc1nc2ccccc2n1CCO	-43
CCOC(=O)NC(NC(=O)OCC)c1ccc(OC)c(OC)c1	5
O=C(CSc1nnnn1-c1ccccc1)Nc1ccc(O)cc1	-8
Cc1ccc(C(O)(c2ccccc2)c2nc3ccccc3n2C)cc1 (centres undefined)	-4
CC(C)CSc1nc(O)c(C(c2ccccc2)c2ccccc2)c(=O)[nH]1	16
Brc1ccc(CN2CCN(Cc3ccncc3)CC2)cc1	7
CCCc1ccc(-c2nc(Cc3ccc(OC)cc3)no2)cc1	13
CC1(C)CC(=O)C=C(NC2CC(C)(C)NC(C)(C)C2)C1	-33
COc1cccc(C2Nc3ccccc3NC3=C2C(=O)CC(c2cccs2)C3)c1OC (centres undefined)	-7
c1ccc(-c2nnnn2-c2ccccc2)cc1	15
CCOC(=O)C1(C)C=C(Nc2ccccc2)C(=O)N1c1ccccc1 (centres undefined)	-20
O=c1oc2cc(OCc3c(F)cccc3Cl)c(Cl)cc2c2c1CCC2	-10
O=C(Nc1nc(-c2ccccc2)cs1)c1ccc(S(=O)(=O)N2CCOCC2)cc1	-27
CC(=O)OCc1cc(C)cc(C=O)c1C	-6
COc1ccccc1NC(=O)C1=C(C)NC(SCC(=O)c2ccccc2)=C(C#N)C1c1ccccc1 (centres undefined)	-83
Cc1ccn2c(C(=O)N/N=C\c3cccs3)c(C)nc2c1	-9
O=S(=O)(Nc1ccc(Cl)cn1)c1ccc(-c2ccccc2)cc1	4
Oc1ccc(Br)cc1C=NCc1ccco1	-4
CCOC(=O)C1=C(C)NC(=O)NC1c1sccc1C (centres undefined)	1
O=C(Nc1ccccc1C(=O)N=Nc1c(O)[nH]c2ccc(Br)cc12)c1ccccc1	0
COc1ccccc1/C=C(/NC(=O)c1ccccc1)c1nc2ccccc2o1	-4
CC(C)(C)C(=O)/C=C(/N)c1ccccn1	-16
COc1ccc(OC)c(/C=C/C(=O)c2ccc(Br)cc2)c1	-13

A few values from the list:
COc1ccccc1/C=C(/NC(=O)c1ccccc1)c1nc2ccccc2o1 in VHR inh color has -4
COc1ccccc1NC(=O)C1=C(C)NC(SCC(=O)c2ccccc2)=C(C#N)C1c1ccccc1 (centres undefined) in VHR inh color has -83
CCOC(=O)C1=C(C)NC(=O)NC1c1sccc1C (centres undefined) in VHR inh color has 1
CC(=O)OCc1cc(C)cc(C=O)c1C in VHR inh color has -6
CC(C)(C)C(=O)/C=C(/N)c1ccccn1 in VHR inh color has -16

Following part
SMILES	VHR inh color
c1ccc2c(-c3nc4ccccc4o3)cccc2c1	4
Cc1cc(NC(=O)c2ccc(-c3cc(Cl)ccc3Cl)o2)ccc1NC(=O)c1ccco1	5
COc1cccc(NC(=O)CCc2ccccc2)c1	-8
CC1CCCN(Cc2c(O)ccc3cc(-c4nc5ccccc5[nH]4)c(=O)oc23)C1 (centres undefined)	4
Cc1cccc(C(=O)Nc2sc3c(c2C(=O)NCc2ccco2)CCC3)c1	6
Cc1cccc(C)c1OCCOCCN1CCCC1	-14
COc1cc(NC(=O)COc2cc(C)c(Cl)c(C)c2)cc(OC)c1	-5
CN(C)c1ccc(/C=c2/sc3nc(-c4ccc(Cl)cc4Cl)nn3c2=O)cc1	-22
O=C(Cc1ccccc1)Nc1ccc2nn(-c3cccc4ccccc34)nc2c1	14
C/C(=N\N1CCN(Cc2cccc3ccccc23)CC1)c1cccnc1	-10
O=C1NC(=S)N(C(=O)c2ccc(F)cc2)/C1=C/c1ccc2c(c1)OCO2	-5
CCCOC(=O)c1ccc(NC(=O)c2ccncc2)cc1	-16
O=[N+]([O-])c1cccc(S(=O)(=O)NCc2ccc(Cl)cc2)c1	-3
Cc1cccc2c(Nc3ccc(S(N)(=O)=O)cc3)c3ccc([N+](=O)[O-])cc3nc12	-6
O=C(CN1C(=O)/C(=C/c2ccccc2)SC1=S)NNC(=O)c1ccncc1	-30
CCc1c(C)sc(NC(=O)c2cccc(Br)c2)c1C(N)=O	20
Cc1ccc(/C(O)=C2/C(=O)C(=O)N(CCCCCC(=O)O)C2c2ccccc2F)cc1 (centres undefined)	0
O=S(=O)(c1ccc2c(c1)OCCO2)N1CCCC1	-19
CC(=O)NCC(O)(c1ccc(C)cc1)c1ccc(C)cc1	12
CCOC(=O)c1c(N)sc(C(=O)Nc2ccccc2OC)c1C	13
